Source: PubChem BioAssay
TRHR ag = activates the human TRH receptor | P34981 | TRHR cells, calcium flux fluo-8, FDSS agonist mode | activation, % at 2 µM | actives 0.18% (n = 360,000); also: 0% is about no effect
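Fluo-8-loaded TRHR cells; 10 s baseline, compound added, kinetic Ca2+ fluorescence read 1/s, agonist mode.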
D2 PAM = positive allosteric modulators of human D2 dopamine receptor; P14416; actives 0.34% (n = 340,000); potentiation, % at 10 µM; HEK293 T-REx D2, calcium flux, EC20 dopamine potentiation; AID 485347;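 active = potentiation over 3 SD above the plate norm, cut at about 30% in these data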; also: 0% is about no effect
Target sequence (P14416 whole entry, looked up): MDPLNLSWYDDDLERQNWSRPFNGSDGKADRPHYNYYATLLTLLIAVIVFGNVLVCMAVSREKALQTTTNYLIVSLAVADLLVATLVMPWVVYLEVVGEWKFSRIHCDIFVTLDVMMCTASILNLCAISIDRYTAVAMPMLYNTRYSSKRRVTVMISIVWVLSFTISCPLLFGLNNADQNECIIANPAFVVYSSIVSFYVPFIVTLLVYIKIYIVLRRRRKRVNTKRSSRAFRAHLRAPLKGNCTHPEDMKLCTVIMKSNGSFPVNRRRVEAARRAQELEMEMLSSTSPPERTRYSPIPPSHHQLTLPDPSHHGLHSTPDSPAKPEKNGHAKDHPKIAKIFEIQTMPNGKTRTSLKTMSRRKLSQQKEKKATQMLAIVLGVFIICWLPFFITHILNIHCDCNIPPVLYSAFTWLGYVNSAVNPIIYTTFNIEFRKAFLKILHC
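Calcium flux readout, no-wash dye, 1 read/s. Inducible HEK293 Trex D2 line, overnight 30 C. Compound alone 180 s (agonist flags), then EC20 dopamine, another 180 s to score potentiation.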
D1 PAM = enhances dopamine response at the human D1 receptor. HEK293 TREx D1 cells, calcium flux, dopamine EC20 potentiation. potentiation, % at 10 µM. actives 0.036% (n = 360,000). P21728; in the data active = potentiation above about 30%; also: 0% is about no effect
Target sequence (P21728 whole entry, looked up): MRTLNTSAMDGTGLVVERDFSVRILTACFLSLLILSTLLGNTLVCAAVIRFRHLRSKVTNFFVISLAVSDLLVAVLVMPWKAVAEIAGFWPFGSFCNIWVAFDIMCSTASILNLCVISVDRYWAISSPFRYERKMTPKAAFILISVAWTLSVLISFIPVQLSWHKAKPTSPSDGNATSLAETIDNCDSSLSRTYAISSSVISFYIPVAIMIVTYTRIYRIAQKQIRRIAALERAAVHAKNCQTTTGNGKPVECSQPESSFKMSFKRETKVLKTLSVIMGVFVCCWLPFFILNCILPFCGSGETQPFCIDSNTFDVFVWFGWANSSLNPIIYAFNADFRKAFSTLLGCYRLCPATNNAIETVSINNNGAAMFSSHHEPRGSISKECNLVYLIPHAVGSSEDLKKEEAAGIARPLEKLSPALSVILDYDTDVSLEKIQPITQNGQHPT
D1 agonist = human D1 receptor agonism | AID 504660 | HEK293 T-REx D1 cells, calcium flux, agonist mode | P21728 | activation, % at 2 µM | actives 1% (n = 360,000); also: 0% is about no effect
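Inducible HEK293 T-REx D1 cells, force-coupled to calcium signalling, were plated at 4000 cells/well with tetracycline and held overnight at 30 C. After no-wash calcium dye loading, compound-evoked calcium rise over 180 s flagged agonists.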
D2 agonist = agonists of human D2 dopamine receptor | P14416 | HEK293 T-REx D2 cells, calcium flux agonist mode | activation, % at 2 µM | actives 0.53% (n = 340,000);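 active = activation over 3 SD above normal in the single-dose calcium agonist read, cut at about 30% in these data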; also: 0% is about no effect
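Agonism scored from kinetic calcium signal (1 read/sec, 180 s) following compound pin transfer, after a 10 s baseline. Cells: HEK293 Trex line expressing inducible D2 receptor coupled to calcium, dye-loaded after overnight culture at 30 C.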
TRHR enhancer = TRH receptor (human) allosteric enhancement. P34981. TRHR cells, fluo-8 calcium fluorescence, EC20 TRH enhancement. enhancement, % at 2 µM. actives 0.66% (n = 360,000). AID 493056; in the data active = enhancement above about 30%; also: 0% is about no effect
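Enhancer read-out: after compound pinning and an initial kinetic agonist-mode read, an EC20 of TRH (10 nM final) was injected and fluo-8 calcium signal (Ex 480/Em 530) followed at 1 s/cycle for 100 cycles in TRHR-expressing cells.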
D1 antagonist = antagonists of human D1 dopamine receptor | P21728 | HEK293 TREx D1 cells, calcium flux, dopamine EC80; active compounds read low | activity change, negative = inhibition, % at 10 µM | actives 3.2% (n = 360,000) | AID 504652; in the data active = activity change below about -30%; also: % is scaled to controls: 0 for no effect and ±100 for the full control effect
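Compound effects on dopamine-evoked calcium signalling were measured in tetracycline-induced HEK293 Trex D1 cells. Dopamine at EC80 followed a 180 s compound pre-read, and fluorescence was tracked kinetically for 180 s more.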
RXFP1 antagonist = antagonists of human relaxin receptor RXFP1; activity change, negative = inhibition, % at 57.5 µM; actives 0.59% (n = 350,000); AID 1259400; Q9HBX9; HEK293-RXFP1, relaxin-stimulated cAMP HTRF, 30 min; active compounds read low;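 active = activity change of -60% or lower, but not beyond a set lower limit; inconclusive = change between -60% and -40%, or beyond the set limit; inactive = change above -40%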; also: % is scaled to controls: 0 for no effect and ±100 for the full control effect
D2 antag = D2 dopamine receptor (human) antagonism; P14416; HEK293 TREx D2 cells, calcium flux, dopamine EC80; actives 2% (n = 340,000); inhibition, % at 10 µM; in the data active = inhibition above about 30%; also: 0% is about no effect
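Read-out: kinetic calcium fluorescence (1 cycle/s) in inducible HEK293 T-REx D2 cells after an EC80 dopamine addition that followed 180 s compound preincubation. Loss of the dopamine response indicates antagonism.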
* marks the source's active call; other numbers are inactive results; u = inconclusive; x = not tested or not shown. Rule as the data show it, unless noted: active = activation above about 30%; inactive = the rest.

SMILES	TRHR ag	D2 PAM	D1 PAM	D1 agonist	D2 agonist	TRHR enhancer	D1 antagonist	RXFP1 antagonist	D2 antag
Cc1ccc(NC(=O)C(=O)NCC(c2cccnc2)N2CCc3ccccc32)cc1Cl (stereo not drawn)	-1.0	16	-1	2	-1.0	25	-1	-35	x
CCOc1cc(Br)c(COc2ccc(C)nc2[N+](=O)[O-])cc1OCC	-0.3	-4	-2	4	-1.5	-2	-10	-15	-15
CCOCCCN(C(=O)Cn1nnc(-c2ccc(C)o2)n1)C(C(=O)NC1CCCC1)c1ccc(C)o1 (stereo not drawn)	-0.3	5	2	1	-1.0	2	-5	-3	-14
Cc1cc(C)c(NC(=O)CSc2nc(C)cc(C)c2C#N)c(C)c1	2.4	-6	-3	0	0.2	-3	1	x	x
COc1ccc(CSc2nnc(Cc3sc(-c4ccccc4)nc3-c3ccccc3)o2)cc1	1.3	-5	-8	11	2.3	-3	-5	-1	-13
CCOc1ccc(S(=O)(=O)N2CCC(n3c(C)nc4cccnc43)CC2)cc1	3.2	6	-6	34*	1.5	0	-28	-9	x
COC(=O)CCc1nc2c(C#N)c(-c3ccc(Cl)cc3)ccn2n1	0.0	-4	-2	0	0.4	2	-5	-12	12
O=C(CSc1nc2ccccc2[nH]1)c1ccccc1F	-0.1	-2	-3	-4	0.3	-2	-3	-11	-18
CCN1C(=O)[C@@H]2Cc3c([nH]c4ccccc34)C(c3cc(OC)c(OC)c(OC)c3)N2C1=S (stereo partly drawn)	0.7	6	-4	7	2.3	10	-5	6	-7
O=C(OCCN(C1=NS(=O)(=O)c2ccccc21)c1ccc(Cl)cc1)c1ccco1	-1.2	7	6	0	0.0	3	-9	-14	-8
O=C(NCc1ccccc1)c1ccc(CN(c2ccccn2)S(=O)(=O)c2ccccc2)cc1	0.9	-1	-4	3	-0.3	-2	10	-2	2
Cc1cc(C)c2sc(NC(=O)CN3C(=O)CCC3=O)nc2c1	0.1	6	4	2	-0.3	1	8	0	-4
COc1ccc(/C=N/NC(=S)NCCc2ccccc2)cc1	-0.2	-8	2	2	-0.3	0	-11	25	16
Cc1cc(NC(=O)c2cc(C(C)C)on2)no1	0.9	-6	-10	4	0.4	3	-29	5	13
CNC(=O)C(=O)Nc1cc2c3c(c1)CCC(=O)N3CCC2	0.7	1	0	2	-1.5	1	5	2	-26
CCOC(=O)CCSc1nc(C)c2cc(C)ccc2n1	-0.1	0	1	4	0.5	0	6	23	7
CC(C)Cn1c2ccccc2c2cc(C(=O)O)ccc21	0.9	1	4	4	-0.2	5	18	-8	-1
CCCn1c(C)cc(C(=O)COC(=O)c2cc(S(=O)(=O)NCC(C)C)c(Cl)cc2Cl)c1C	0.6	-3	-3	0	-0.3	-1	-7	-7	-1
CC(C)(C)C1=Nn2c(nnc2-c2n[nH]c3c2CCC3)SC1	0.6	x	-1	2	2.8	0	23	-12	3
CCC(CC)c1nnc(NC(=O)CCNC(=O)c2ccccc2Cl)s1	0.6	2	-2	2	1.9	1	5	-10	-7
CC(=O)NCCC(=O)Nc1ccc(C)c(F)c1	0.0	0	-6	1	1.5	-2	-29	-5	-7
COC(=O)c1nc(NC(=O)c2ccccc2Br)n[nH]1	0.8	5	-5	0	-0.2	-2	-22	7	-6
CCN(CC(=O)Nc1c(F)cccc1F)C(=O)c1ccc(S(=O)(=O)N2CCCCC2)cc1	-0.4	x	0	0	x	5	5	-11	x
CCOC(=O)C1(Cc2cccc(Cl)c2)CCCN(C(=O)CCOC)C1 (stereo not drawn)	-0.4	3	-4	1	0.4	-4	-6	u	13
O=c1cc(CN2CCN(Cc3ccccc3)CC2)c2ccc(O)cc2o1	0.5	-19	-8	2	-0.6	2	-14	-3	4
O=C(c1cc(C2CC2)on1)N1CCOCC1	0.2	-8	2	4	1.2	-3	5	6	-4
CC(C)CNC(=O)C(=O)NCC1OCCCN1S(=O)(=O)c1cccs1 (stereo not drawn)	0.5	15	0	1	1.8	2	2	-4	9
COc1ccc(S(=O)(=O)N2CCC(C(=O)NCCC3=CCCCC3)CC2)cc1C	-1.4	-3	1	-1	-1.3	0	-1	6	12
Nc1ncc(Br)cc1S(=O)(=O)N1CCCCCC1	-1.0	6	-2	2	-1.0	1	-3	4	5
CSc1ccc(CNC(=O)CN2C(=O)C3CCCCN3c3ccc(C(=O)N4CCCC4)cc32)cc1 (stereo not drawn)	-0.1	-1	5	0	x	-18	-2	0	x
Cc1cc(C)n2c(SCc3nnc(-c4cccs4)o3)nnc2n1	-0.2	6	-1	-3	-0.3	16	4	-2	-4
Cc1ccccc1CSc1ncnc2ccccc12	-0.8	0	2	17	-1.8	1	9	-13	1
COc1ccc(C(=O)NNC(=O)CSc2nnnn2-c2cc(OC)cc(OC)c2)cc1	-0.6	-6	2	2	-1.0	1	3	-11	-15
COc1ccc(Cl)cc1NC(=O)Cn1ncc2c3ccccc3n(C)c2c1=O	1.1	-4	-3	-1	0.0	7	8	x	x
COc1ccc(N(CC(=O)NCCc2ccc(Cl)cc2)S(=O)(=O)c2c(C)nn(C)c2C)cc1	-1.0	5	-2	0	0.4	-6	-20	x	x
Cn1c(=O)n(C)c2cc(N3CCCCC3)c(NC(=O)c3cccc(Cl)c3)cc21	-0.3	x	2	0	x	-6	-20	-8	x
O=C1NC(=O)/C(=C\c2ccc(OCc3cccc([N+](=O)[O-])c3)cc2)N1	-0.5	8	-3	-1	-0.5	0	-15	-8	-6
CCn1cc(C(=O)NC(C)C23CC4CC(CC(C4)C2)C3)cn1 (stereo not drawn)	-0.9	6	-2	-1	-0.8	7	1	-5	-11
O=C1OCCC1Sc1nnc(-c2ccc(Cl)cc2Cl)o1 (stereo not drawn)	0.0	-7	-11	0	-0.6	-8	-19	-33	13
O=C(O)CCC(=O)NC1CCCCC1	1.2	-4	-2	1	-0.3	-10	-10	0	5
CCN1C(=O)[C@H]2[C@@H](c3ccc(OC)cc3)N3C(=O)CN(CC4CC4)C(=O)[C@@]3(C)[C@H]2C1=O	0.1	-1	-2	3	-1.1	9	-12	x	-11
CCc1ccc(NC(=O)c2ccc3nc(C(C)C)oc3c2)cc1	0.3	4	-2	23	0.3	6	-12	-2	x
COc1ccc(NC(=O)CN(c2ccc(C)cc2)S(=O)(=O)c2cccs2)cc1OC	-1.4	x	-2	1	0.5	-1	-5	x	x
C=CCNc1nc(-c2sc(NC(=O)CC)nc2C)cs1	-0.9	13	3	3	-0.7	7	4	-4	-12
CCCCSc1nnc2c(n1)OC(C(=O)c1ccccc1)Nc1ccccc1-2 (stereo not drawn)	-0.5	5	12	-1	0.9	0	11	x	6
Cc1ccc(OCC(O)Cn2c(=N)n(CCN3CCOCC3)c3ccccc32)cc1 (stereo not drawn)	0.4	0	-4	0	0.0	1	1	-4	-4
CC(=O)N1CCN(C(=S)NC(=O)c2c(-c3ccccc3Cl)noc2C)CC1	2.4	2	-3	1	1.6	3	9	-2	5
CCn1c(SCC(=O)Nc2cc(C)on2)nnc1-c1ccncc1	0.0	0	-3	1	0.0	1	3	0	-7
CC1CC(=O)c2c(cc3c(-c4c(O)cc(O)c5c(O)c6c(cc45)OC(C)CC6=O)c(O)cc(O)c3c2O)O1 (stereo not drawn)	-0.1	7	0	-2	0.0	4	-24	x	-10
O=C(CCc1nnc2ccc(NCc3ccco3)nn12)Nc1ccccc1F	-0.8	7	-2	6	0.3	2	-3	-3	-17
CN(C(=O)c1ccc(NC(=O)Cc2ccc(NC(=O)C3CCN(C(=O)C4CCC4)CC3)cc2)cc1)C1CC1	0.0	1	-4	4	-0.3	1	5	x	12
CC1(C)CC(=O)C2=C(C1)NCN(Cc1ccc3c(c1)OCO3)C2	0.8	-17	-1	5	0.6	-3	1	-6	-1
COc1cc(N)c(Cl)cc1C(=O)OCC(=O)c1cccs1	0.6	-13	-7	5	0.8	-6	3	-4	33*
COc1cn(CC(=O)Nc2ccc(C)cc2C)c(CN2CCCCC2)cc1=O	0.2	-19	-3	1	0.1	4	7	0	x
O=C(c1ccccc1)N1CCN(c2nc3ccc([N+](=O)[O-])cc3s2)CC1	0.0	1	-8	21	0.4	-3	-5	-13	-7
C#CC(CC)(CC)NC(=O)/C=C/C(=O)O	0.0	7	2	3	1.1	19	-8	12	1
O=c1c2c(-c3ccc(Cl)cc3)csc2nc2n1CCC2	-0.2	2	1	0	0.9	6	0	1	-22
COc1ccc(C(=O)C[n+]2ccc3c(c2)nc(-c2ccc(OC)cc2OC)n3C)cc1	-0.2	-9	-12	1	-0.7	-1	-25	7	0
CC(CCN1CCN=C1N(C)C)c1ccccc1 (stereo not drawn)	0.0	-10	-1	2	0.0	1	-3	x	9
Cc1ccc(OCc2cc(C(=O)N3CCCC(O)C3)no2)cn1 (stereo not drawn)	0.8	-1	0	3	0.9	1	16	1	14

Filtered by structure: the compounds so far with two or more sulfur atoms (5)
SMILES	TRHR ag	D2 PAM	D1 PAM	D1 agonist	D2 agonist	TRHR enhancer	D1 antagonist	RXFP1 antagonist	D2 antag
COc1ccc(CSc2nnc(Cc3sc(-c4ccccc4)nc3-c3ccccc3)o2)cc1	1.3	-5	-8	11	2.3	-3	-5	-1	-13
CC(C)CNC(=O)C(=O)NCC1OCCCN1S(=O)(=O)c1cccs1 (stereo not drawn)	0.5	15	0	1	1.8	2	2	-4	9
Cc1cc(C)n2c(SCc3nnc(-c4cccs4)o3)nnc2n1	-0.2	6	-1	-3	-0.3	16	4	-2	-4
COc1ccc(NC(=O)CN(c2ccc(C)cc2)S(=O)(=O)c2cccs2)cc1OC	-1.4	x	-2	1	0.5	-1	-5	x	x
C=CCNc1nc(-c2sc(NC(=O)CC)nc2C)cs1	-0.9	13	3	3	-0.7	7	4	-4	-12

The listing continues.
SMILES	TRHR ag	D2 PAM	D1 PAM	D1 agonist	D2 agonist	TRHR enhancer	D1 antagonist	RXFP1 antagonist	D2 antag
COc1ccccc1C(=O)NCCC(=O)Nc1ccncc1	0.9	8	-1	3	0.0	7	-5	-4	-10
CC(=O)Nc1ccc(NC(=O)CSc2ccc3nnc(CCNC(=O)c4ccccc4)n3n2)cc1	0.2	-4	-1	4	0.9	-7	10	0	-3
CCNC(=O)CC1SC(=Nc2cccc(Cl)c2C)N(C)C1=O (stereo not drawn)	-0.4	5	-3	-1	0.7	8	2	2	-2
COc1cc2c(cc1OC)C(c1cccc(C)c1)CC(=O)N2 (stereo not drawn)	-1.3	5	-1	7	-1.5	7	5	-1	-9
CCOC(=O)c1ccc2[nH]c3c(c2c1)CCCC3	0.8	-1	1	4	0.0	-6	-9	-10	5
CCCc1cc(=O)oc2cc(C)cc(OC(=O)c3ccco3)c12	-0.7	5	-2	2	-0.9	0	4	-11	2

Part of the list above in order of formula weight, descending:
SMILES	TRHR ag	D2 PAM	D1 PAM	D1 agonist	D2 agonist	TRHR enhancer	D1 antagonist	RXFP1 antagonist	D2 antag
CC(=O)Nc1ccc(NC(=O)CSc2ccc3nnc(CCNC(=O)c4ccccc4)n3n2)cc1	0.2	-4	-1	4	0.9	-7	10	0	-3
CCNC(=O)CC1SC(=Nc2cccc(Cl)c2C)N(C)C1=O (stereo not drawn)	-0.4	5	-3	-1	0.7	8	2	2	-2
CCCc1cc(=O)oc2cc(C)cc(OC(=O)c3ccco3)c12	-0.7	5	-2	2	-0.9	0	4	-11	2
